Screens deposited in PubChem BioAssay by Icahn School of Medicine at Mount Sinai.
ROC1-CUL1 inh = inhibitors of human ROC1-CUL1 ubiquitin ligase activity. P62877+Q13616. in vitro K48 di-Ub FRET, acceptor:donor ratio, 45 min. inhibition, % at 10 µM. hit rate 0.6% among 140,000. AID 1347404; in the data active means inhibition above about 25%
Target sequence (P62877 whole entry, looked up): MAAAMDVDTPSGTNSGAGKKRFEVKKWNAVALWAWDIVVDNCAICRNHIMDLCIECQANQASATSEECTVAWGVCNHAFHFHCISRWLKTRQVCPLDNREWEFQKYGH
Target sequence (Q13616 whole entry, looked up): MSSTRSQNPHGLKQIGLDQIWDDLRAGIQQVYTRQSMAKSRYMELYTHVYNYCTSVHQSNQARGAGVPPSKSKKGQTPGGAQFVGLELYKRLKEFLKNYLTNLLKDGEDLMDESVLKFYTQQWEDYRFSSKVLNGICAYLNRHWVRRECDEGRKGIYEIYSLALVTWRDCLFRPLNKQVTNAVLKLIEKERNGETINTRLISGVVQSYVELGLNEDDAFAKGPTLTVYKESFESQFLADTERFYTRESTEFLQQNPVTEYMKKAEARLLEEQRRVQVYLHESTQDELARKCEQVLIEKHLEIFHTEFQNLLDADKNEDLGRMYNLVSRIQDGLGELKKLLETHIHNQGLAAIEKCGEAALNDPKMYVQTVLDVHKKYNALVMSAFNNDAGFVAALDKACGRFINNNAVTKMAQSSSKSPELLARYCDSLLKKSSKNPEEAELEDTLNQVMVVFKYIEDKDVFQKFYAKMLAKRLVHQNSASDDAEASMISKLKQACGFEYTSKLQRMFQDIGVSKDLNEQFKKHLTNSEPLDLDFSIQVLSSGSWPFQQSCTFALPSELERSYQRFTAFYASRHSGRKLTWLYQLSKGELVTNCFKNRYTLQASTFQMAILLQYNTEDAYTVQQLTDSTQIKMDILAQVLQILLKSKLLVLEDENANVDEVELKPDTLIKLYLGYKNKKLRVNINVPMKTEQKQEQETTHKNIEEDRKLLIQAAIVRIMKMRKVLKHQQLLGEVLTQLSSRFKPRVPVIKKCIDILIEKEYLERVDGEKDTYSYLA
Active calls of the source: *. Some of the compounds tested; rates above refer to the full screens.

| canonical_smiles | ROC1-CUL1 inh |
| --- | --- |
| O=C(Nc1ccc(Br)cc1F)c1cc2nc(-c3ccco3)cc(C(F)(F)Cl)n2n1 | 3 |
| CC(C)CNC(=O)c1ccccc1NC(=O)c1ccc(N2CCOCC2)cc1 | 11 |
| O=C1CC(c2ccccc2)CC(=O)C1C=Nc1cc(Cl)ccc1Cl (configuration not stated) | 6 |
| Cc1[nH]cnc1CN1C[C@H]2OC(=O)N(CCc3cccc(Cl)c3)[C@H]2C1 | 4 |
| Cc1nc(SC(C)C(=O)Nc2ccccc2C)cc(-c2ccccc2)n1 (configuration not stated) | 6 |
| COc1ccc(-c2nc3ccccc3c(C(=O)Nc3ccc(C(=O)O)cc3)c2C)cc1 | 6 |
| Cc1cccc(-c2cccc(NC(=O)C3CCCN3C(=O)CCC(N)=O)c2)c1 (configuration not stated) | 5 |
| CC1(C)Cc2nc(N3CCOCC3)ncc2C(NC(=O)C2CC2)C1 (configuration not stated) | -5 |
| O=C(NC1CCCCCC1)C1c2ccccc2C(=O)N1Cc1ccc(F)cc1 (configuration not stated) | -3 |
| C#CCN1C(=O)S/C(=C\c2ccc(SC)cc2)C1=O | -10 |
| Nc1nc(Cn2c(-c3nonc3N)nc3ccccc32)nc(N2CCCCC2)n1 | -10 |
| O=C(O)c1cc(C2CC2)nc2ccccc12 | 4 |
| CC(=O)N1CCC(N(C)CC2CCCN(CCc3cccc(C(F)(F)F)c3)C2)CC1 (configuration not stated) | -12 |
| CCOC(=O)Cc1ccc(NC(=O)N(C(C)C)C2CCN(C(C)=O)CC2)cc1 | 4 |
| O=C(CN(c1ccccc1)S(=O)(=O)c1ccccc1)N/N=C\c1cccc2ccccc12 | -1 |
| CCOc1ccc(S(=O)(=O)N(CC(=O)Nc2ccc(OC)cc2OC)c2ccccc2)cc1 | -3 |
| COc1cc(C(=O)NCCc2ccc(S(=O)(=O)N3CCCC3)cc2)cc(OC)c1OC | -5 |
| CCOC1(OCC)C(c2ccc(N)cc2)C(C#N)(C#N)C1(OCC)OCC (configuration not stated) | -1 |
| OCC1(CCc2ccccc2)CCCN(C2CCN(Cc3ccccn3)CC2)C1 (configuration not stated) | -9 |
| Cc1ccc(Nc2nc3nonc3nc2Nc2cccc(C(F)(F)F)c2)cc1Cl | -6 |

Six compounds already listed, sorted by their value in ROC1-CUL1 inh, falling:
| canonical_smiles | ROC1-CUL1 inh |
| --- | --- |
| Cc1[nH]cnc1CN1C[C@H]2OC(=O)N(CCc3cccc(Cl)c3)[C@H]2C1 | 4 |
| O=C(Nc1ccc(Br)cc1F)c1cc2nc(-c3ccco3)cc(C(F)(F)Cl)n2n1 | 3 |
| CC1(C)Cc2nc(N3CCOCC3)ncc2C(NC(=O)C2CC2)C1 (configuration not stated) | -5 |
| OCC1(CCc2ccccc2)CCCN(C2CCN(Cc3ccccn3)CC2)C1 (configuration not stated) | -9 |
| C#CCN1C(=O)S/C(=C\c2ccc(SC)cc2)C1=O | -10 |
| CC(=O)N1CCC(N(C)CC2CCCN(CCc3cccc(C(F)(F)F)c3)C2)CC1 (configuration not stated) | -12 |

Further structures.
| canonical_smiles | ROC1-CUL1 inh |
| --- | --- |
| O=C(Cn1c(=O)nc(-c2ccccc2)c2ccccc21)Nc1ccc(Cl)cc1F | 6 |
| COc1ccc(-c2cc(-c3ccc(C)cc3)nc3sc(C(=O)Nc4cc(Cl)ccc4C)c(N)c23)cc1OC | -5 |
| CC(C)NC(=O)C1CCCN(C2CCN(C)CC2)C1 (configuration not stated) | -7 |
| COc1cc(C(=O)C(C)C(=O)N(Cc2ccccc2)Cc2ccccc2)cc(OC)c1OC (configuration not stated) | -5 |
| O=C(O)CSc1nc2c(cnn2-c2ccccc2)c(=O)n1-c1ccc(F)cc1 | 2 |
| O=C(CSc1ccc(-c2ccccn2)nn1)Nc1ccc(F)cc1F | -1 |
| CCN(CC)CCNC(=O)CSc1nc2nc(C)c(Cc3ccccc3)c(C)n2n1 | -2 |
| Cc1ccc(-c2cc(CC#N)on2)cc1 | 5 |
| Cc1ccc(CN(C(=O)COc2ccc(Cl)c(C)c2)c2ccccn2)o1 | -2 |
| Cc1ccc(C)c(CSc2ccc3nnc(CCNS(=O)(=O)c4ccccc4)n3n2)c1 | -2 |
| Cc1ccc(-c2c(C(=O)NCc3ccc(F)cc3)oc(=O)c3ccccc23)cc1 | 2 |
| COc1ccc(NC(=O)OCC23COCN2COC3)cc1 | 0 |
| COc1cc(OC)nc(-n2ncc(Br)c(Br)c2=O)n1 | -1 |
| CSCC(=O)NC1CCCc2c1cnn2-c1ccc(F)cc1F (configuration not stated) | 1 |
| COc1ccc(C(=O)CSc2nc(-c3cccs3)cc(-c3ccccc3OC)c2C#N)cc1 | 7 |
| COC(=O)c1c(SC)nn(-c2ccccc2)c1N | 6 |
| CN1C(=O)/C(=C/c2cccc(Br)c2)SC1=Nc1ccc(C(=O)O)cc1 | -1 |
| O=c1ccn(-c2nc(-c3ccccc3)sc2-c2ccccc2)c(=O)[nH]1 | -7 |
| CC(=O)NCCC1CCCCN1Cc1nc(-c2cccc3ccccc23)oc1C (configuration not stated) | -5 |
| CSC1=NC(C)(C)C=C(C)N1c1ccccc1 | -11 |
| O=C(CC1c2ccccc2C=NN1C1=NCCN1)c1cccs1 (configuration not stated) | -2 |
| CC(C)C1=NC(=O)C(C#N)=C2CC(C)(C)SCC12 (configuration not stated) | -1 |
| CCOc1ccc(NC(=O)CSc2oc(-c3ccccc3)nc2S(=O)(=O)c2ccc(Cl)cc2)cc1 | -10 |
| CC(=O)NC(NCc1ccc(F)cc1)(C(F)(F)F)C(F)(F)F | 2 |
| Fc1ccccc1C1=NC(C(F)(F)F)(C(F)(F)F)N=C2C=CC=CN21 | 7 |
| N#CC1C(=N)Oc2n[nH]c(-c3ccc(Cl)c(Cl)c3)c2C1c1ccccc1F (configuration not stated) | 3 |
| CSc1ccccc1NS(=O)(=O)Cc1ccccc1F | -7 |
| O=C1NCCCC[C@@H]1Nc1ccc(-c2nc(Cc3ccccc3)no2)cn1 | 1 |
| CN(C)C(=O)CSc1nc(SCC(=O)N(C)C)n(-c2ccccc2)n1 | -2 |
| c1ccc2[nH]c(-c3cnco3)cc2c1 | 0 |
| CC(O)C1CCCC1N1CCOCC1 (configuration not stated) | 9 |
| CCn1cc(Cl)c(C(=O)NCc2cc3cc(Cl)ccc3[nH]2)n1 | -4 |
| COc1ccccc1CNC(=O)C1CCN(c2nc3ccc(Cl)cc3[nH]2)CC1 | 5 |
| COc1ccc(C(C)(C)C)cc1S(=O)(=O)NC(C)C | 5 |
| CCOc1ccccc1NC(=O)c1c(NC(=O)Cc2ccccc2)sc2c1CCCC2 | 0 |
| Cc1[nH]c2c(C)cc(Cl)cc2c(=O)c1CN1CCCC1 | 3 |
| Cc1ccc(NS(=O)(=O)c2ccc3c(c2)NC(=O)C(C)C(=O)N3)cc1F (configuration not stated) | 7 |
| O=S(=O)(Nc1ccc(F)c(F)c1)c1ccc(F)c(F)c1 | 2 |
| CC(Sc1nc2c(c(=O)[nH]1)CCCC2)C(=O)Nc1cc(C(F)(F)F)ccc1Cl (configuration not stated) | 5 |
| C=C(CC(CN1CCOCC1)C(=O)c1ccccc1)C(=O)c1ccccc1 (configuration not stated) | -4 |
| COc1cc(=O)n2c(c1C(=O)N(C)Cc1nonc1C)CCN(C(=O)CC1CCCCC1)CC2 | -9 |
| COC(=O)c1ccc(=S)n(C)c1 | 2 |
| O=C(NCc1ccccc1)Nc1ccc(Cl)cc1 | 6 |
| CN(CC1COCCO1)C(=O)c1cn(Cc2cccc(C(F)(F)F)c2)nn1 (configuration not stated) | -1 |
| Cc1ccc(OCc2nnc(SCC(=O)c3ccc(C)cc3)n2N)cc1 | 3 |
| O=c1cc(Cl)nc2n1CCCS2 | 5 |
| c1ccc(-c2ccc(-c3cccc(-c4ccc(-c5ccccc5)s4)c3)s2)cc1 | -11 |
| CCOCCCN(Cc1ccco1)S(=O)(=O)c1cc2c(cc1Cl)NC(=O)CO2 | 6 |
| CN(Cc1ccc(F)cc1)c1ccc(OCC(=O)N2CCc3[nH]cnc3C2c2ccccn2)nn1 (configuration not stated) | -8 |
| COc1ccc(OC)c(CNCc2c(C(=O)O)n(Cc3ccccc3)c3cc(OC)ccc23)c1 | -4 |
| C/C(=N\Nc1nc(-c2ccccc2)cs1)c1sc2nc3ccccc3n2c1C | 0 |
| COc1cccc(CNC(=O)C2CCN(S(=O)(=O)c3ccc4c(c3)CCCN4C(C)=O)CC2)c1 | -1 |
| COc1ccccc1N=CC1C(=O)N(c2ccccc2)N=C1C (configuration not stated) | -4 |
| COc1cc(/C=N\NC(=O)c2cc3cc(Br)ccc3o2)cc(Cl)c1OCC(=O)O | -5 |
| COc1ccc(CCNC(=O)C(C)n2c(=O)cc(-c3ccccc3)c3c(C)nn(C)c32)cc1OC (configuration not stated) | 5 |
| CCN(CC)S(=O)(=O)c1ccc2c(c1)N(CC(=O)NCc1ccc(F)cc1)C(=O)CO2 | -7 |
| CCC(=O)Nc1cc(-c2nc3ccccc3s2)c(Cl)cc1Cl | -8 |
| COc1ccccc1NC(=O)Cn1ccn(-c2cc(C)cc(C)c2)c(=O)c1=O | -1 |
| CCOc1cc(CNC(=O)c2ccc3c(c2)NC(=O)C2CCCCN32)cc(OCC)c1OCC (configuration not stated) | 17 |
| CC(C)(C)c1ccc(CN2C(=O)CC3(CCCc4ccccc43)C2=O)cc1 (configuration not stated) | 4 |

Other results.
| canonical_smiles | ROC1-CUL1 inh |
| --- | --- |
| CN(C)c1ncccc1CNCc1cccc(Oc2ccccc2)c1 | 8 |
| Cc1c(Cl)ccc2sc(NC(=O)c3ccc(S(=O)(=O)N4CCCc5ccccc54)cc3)nc12 | -1 |
| O=C(Cn1c(=O)sc2ccccc21)Nc1cccc(C(F)(F)F)c1 | 9 |
| O=C([O-])CCC[n+]1c2ccccc2n2nc3c(cc21)c1cccc2cccc3c21 | 13 |
| CCc1ccc(-n2nc(C)c3c(C(=O)Nc4cc(C)ccc4C)cc(C)nc32)cc1 | -1 |
| O=C(NC(=S)Nc1ccc(Nc2ccccc2)cc1)C1CC1 | 2 |
| CN(C)CCCN(CC1CCN(C2Cc3ccccc3C2)CC1)C(=O)CN1CCOC1=O | -1 |
| CCCN(CCC)S(=O)(=O)c1ccc(NC(=O)CS(=O)(=O)Cc2ccccc2)cc1 | -23 |
| C=CCOC(=O)C1C(C)=NC(=S)NC1c1ccc(Cl)c(Cl)c1 (configuration not stated) | 4 |
| Cc1c(C(C)NCc2cccc(O)c2)cnn1-c1cccc2ccccc12 (configuration not stated) | 4 |
| COc1cccc(N2CC(C(=O)Nc3ccc(C)c(C)c3)CC2=O)c1 (configuration not stated) | 2 |
| CCN(Cc1nccn1C)C(=O)c1ccc(N2CCCCCCC2)nc1 | -1 |
| Nc1nc2ccc(C(=O)N/N=C/c3ccc(Cl)cc3)cc2s1 | 11 |
| C/C(=N\NC(=O)c1c(-c2ccccc2)noc1C)c1ccc(-n2ccnc2)cc1 | -1 |
| COc1ccc(/C=C/c2n[nH]c(=S)n(N(C(C)=O)C(C)=O)c2=O)cc1 | -2 |
| O=C(CSc1nc(-c2ccccc2)cc(-c2ccccc2)n1)N1c2ccccc2Sc2ccccc21 | 2 |
| C/C(=N\NC(=O)c1ccco1)c1ccc(C)c(C)c1 | -7 |
| O=C(Nc1ccc(S(=O)(=O)NC2CC2)cc1F)c1ccccc1 | 6 |
| COc1ccc(C2=C/C(=C\c3c4ccccc4cc4ccccc34)C(=O)O2)c(OC)c1 | 7 |
| O=C(Nc1ccc(Cl)cc1)N1CCN(c2ccc3nnc(-c4ccc(F)cc4)n3n2)CC1 | -6 |

Part of the list above, with the structure last.
ROC1-CUL1 inh | Molecule
4 | Cc1c(C(C)NCc2cccc(O)c2)cnn1-c1cccc2ccccc12 (configuration not stated)
9 | O=C(Cn1c(=O)sc2ccccc21)Nc1cccc(C(F)(F)F)c1

Next part
| canonical_smiles | ROC1-CUL1 inh |
| --- | --- |
| COc1cc([N+](=O)[O-])ccc1-c1ccc(C(=O)Nc2ccc(Br)cn2)o1 | -1 |
| CC(=O)Nc1cccc(NC(=O)CSc2nccn2Cc2ccco2)c1 | -1 |
| CCc1ccccc1N1CN(CCc2ccccc2)CNC1=S | -1 |
| CCCCNC(=O)Nc1ccccc1C(=O)Nc1ccc(OC)cc1 | 9 |
| CCOc1ccc(-c2nc(Cn3c(=O)cc(-c4ccccc4)c4c(C)nn(C)c43)c(C)o2)cc1 | 5 |
| CC(C)(C)NCc1nnc(-c2ccc(Cl)cc2)o1 | 4 |
| COc1ccc(-c2csc(NC(=S)NC(=O)CC(C)C)n2)cc1 | -3 |
| CCOC(=O)c1ccc(-c2ccc(/C=C3/C(=O)NN(c4ccc(C)cc4)C3=O)o2)cc1 | 6 |
| CCCC1=Nc2nc(NCc3ccccc3OC)nn2C(=O)C1 | 7 |
| CC(C)Oc1ccc(CNC(=O)c2ccc(Cn3c(=O)c4cccn4c4cccnc43)cc2)cc1 | -7 |
| COc1cccc(N2C(=O)CN(C(=O)c3ccccc3C(F)(F)F)CC2C)c1 (configuration not stated) | 5 |
| CCN1C(=O)C(C(c2ccc(OC)c(O)c2)C2C(=O)N=C(SC)N(CC)C2=O)C(=O)N=C1SC (configuration not stated) | 0 |
| CN1CCN(CCN2CCn3c2nc2ccccc23)CC1 | -2 |
| N#Cc1c(-n2ncnc2-c2ccc(F)cc2)sc2c1CCCCC2 | 5 |
| COc1ccc(Cl)cc1NC(=O)Cn1c(=O)n(Cc2ccc(F)cc2)c(=O)c2cccnc21 | -2 |
| O=C(c1ccc(Cl)c(Cl)c1)N1CCCC(Cn2cc(CO)nn2)C1 (configuration not stated) | -5 |
| Clc1ccc(CN2CCc3nc(N4CCN(c5ccccn5)CC4)ncc3C2)cc1 | -5 |
| CC(C)c1ccc(C2C(C)C(NCc3ccc(Cl)cc3)NS2(=O)=O)cc1 (configuration not stated) | 3 |
| CC(C)c1c[n+]2c(C(=O)ON(C)C)cccc2n1C | -11 |
| COc1ccccc1-c1cc(C2CC2)nc(N)c1C#N | -6 |
| C(=C(\c1ccccc1)c1nc2ccccc2[nH]1)/c1ccco1 | 4 |
| Cc1c(NC(=O)Cn2cnc3c(=O)n(C)c(=O)n(C)c32)cccc1-c1nc2cc(Cl)ccc2o1 | 1 |
| CCc1cc(CC)n(-c2nc3c(c(=O)[nH]c(=O)n3C)n2CC)n1 | 4 |

Reprinted at random: two records from the list
| canonical_smiles | ROC1-CUL1 inh |
| --- | --- |
| C(=C(\c1ccccc1)c1nc2ccccc2[nH]1)/c1ccco1 | 4 |
| COc1ccc(-c2csc(NC(=S)NC(=O)CC(C)C)n2)cc1 | -3 |
